Assay outcomes: PubChem BioAssay, Sanford-Burnham Center for Chemical Genomics
CXCR6 block – CXCR6 receptor inhibitors, primary screen, cell-based, beta-arrestin, luminescence, CHO-K1 PathHunter, 1536-well. inhibition, % at 20 µM. actives 0.36% (n = 360,000). C-X-C chemokine receptor type 6 (Homo sapiens), O00574; in the data active = inhibition above about 34%, passing the limit was not always enough;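 note: antagonist mode with CXCL16 agonist at 10 nM final; 0% = 10 nM CXCL16 with DMSO and 100% = unstimulated wells without agonist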
Target sequence (O00574 whole entry, looked up): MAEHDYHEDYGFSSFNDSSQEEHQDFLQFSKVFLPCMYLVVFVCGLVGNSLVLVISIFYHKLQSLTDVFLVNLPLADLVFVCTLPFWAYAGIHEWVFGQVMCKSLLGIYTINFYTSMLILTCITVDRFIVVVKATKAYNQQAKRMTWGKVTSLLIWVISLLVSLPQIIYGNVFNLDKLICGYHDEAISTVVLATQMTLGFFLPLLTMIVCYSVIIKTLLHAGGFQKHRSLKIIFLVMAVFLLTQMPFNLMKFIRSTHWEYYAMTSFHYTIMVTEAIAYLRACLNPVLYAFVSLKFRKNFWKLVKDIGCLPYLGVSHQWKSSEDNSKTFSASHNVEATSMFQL
APJ antagonist – antagonists of human apelin receptor APJ, primary screen, CHO-K1 cells, beta-arrestin complementation, luminescence. P35414. inhibition, % at 20 µM. actives 0.32% (n = 330,000). AID 2521, 2010;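 active = inhibition above about 40% at 20 µM, limit read from the data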;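 note: cells challenged with 10 nM apelin-13 agonist together with compound; plate controls were apelin-13 plus DMSO wells for no effect and DMSO wells lacking apelin-13 for full effect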
Gli-Sufu block – Gli-Sufu pathway antagonists, primary screen, luciferase luminescence, Sufu-KO-LIGHT cells, uHTS; actives 0.74% (n = 340,000); Sufu-KO-LIGHT fibroblasts, Gli luciferase reporter luminescence; AID 588413, 2011; inhibition, % at 5 µM;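 active = inhibition above about 55%, limit read from the data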;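 note: 0% = DMSO-treated cells and 100% = wells with medium but no cells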
UBC13 inh – UBC13 polyubiquitin chain formation inhibitors, primary screen, biochemical, TR-FRET, uHTS; Ubiquitin-conjugating enzyme E2 N (Homo sapiens), P61088; inhibition, % at 20 µM; actives 0.47% (n = 330,000); AID 485273, 2010; in the data active = inhibition above about 45%, passing the limit was not always enough
Target sequence (P61088 whole entry, looked up): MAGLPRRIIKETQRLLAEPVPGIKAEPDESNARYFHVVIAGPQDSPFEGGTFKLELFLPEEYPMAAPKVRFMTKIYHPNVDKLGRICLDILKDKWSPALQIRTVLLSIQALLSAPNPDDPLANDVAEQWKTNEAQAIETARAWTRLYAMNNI
ATG4B inh – ATG4B protease inhibitors, primary screen, biochemical, fluorescence, uHTS; Cysteine protease ATG4B (Homo sapiens), Q9Y4P1; ATG4B cleavage of LC3-PLA2, NBD-HPC fluorescence, 1 h; inhibition, % at 8.33 µM; actives 0.51% (n = 340,000); AID 504462, 2011; in the data active = inhibition above about 40%
Target sequence (Q9Y4P1 whole entry, looked up): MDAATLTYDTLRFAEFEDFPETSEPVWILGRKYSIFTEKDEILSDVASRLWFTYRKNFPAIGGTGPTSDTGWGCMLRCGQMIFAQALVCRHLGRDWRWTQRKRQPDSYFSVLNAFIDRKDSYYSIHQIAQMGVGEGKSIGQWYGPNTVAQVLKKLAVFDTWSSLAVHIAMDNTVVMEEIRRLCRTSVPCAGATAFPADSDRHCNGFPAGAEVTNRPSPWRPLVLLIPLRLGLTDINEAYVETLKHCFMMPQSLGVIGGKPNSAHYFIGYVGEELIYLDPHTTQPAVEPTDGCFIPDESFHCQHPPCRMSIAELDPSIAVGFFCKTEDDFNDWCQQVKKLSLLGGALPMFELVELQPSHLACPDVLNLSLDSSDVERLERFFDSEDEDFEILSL
EBI2 block – EBI2 receptor antagonists, beta-arrestin recruitment, primary screen, cell-based, luminescence, 7a,25-OHC stimulation, uHTS | actives 0.81% (n = 360,000) | inhibition, % at 5 µM | 7a,25-OHC stimulated; in the data active = inhibition above about 38%;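 note: enzyme fragment complementation signal reports receptor beta-arrestin coupling in cells; 0% = agonist plus DMSO wells and 100% = wells without agonist; some results beyond the cut were filed as inactive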
CCR6 antag – CCR6 receptor antagonists, primary screen, cell-based, CHO-K1, luminescence, beta-arrestin, uHTS. CHO-K1 CCR6 PathHunter beta-arrestin, CCL20-stimulated. inhibition, % at 20 µM. actives 0.49% (n = 340,000). AID 493098, 2011;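 active = compounds whose inhibition of the agonist-driven luminescence signal at 20 µM reaches about 50%, limit read from the data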;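 note: cells stimulated with CCL20 at 14 nM final; plate controls were DMSO with CCL20 for no effect and DMSO without agonist for full effect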
APJ ag – agonists of human apelin receptor APJ, primary screen, CHO-K1 cells, PathHunter beta-arrestin, luminescence; AID 2520, 2010; actives 0.11% (n = 330,000); 0% DMSO wells, 100% apelin; activation, % at 20 µM;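 active = activation more than six SD over the plate average, tested at 20 µM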;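 note: 0% = DMSO alone and 100% = apelin-13 at 10 nM; some results filed as inactive read as strong as hits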
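system = engineered CHO-K1 APJ arrestin reporter cells | input = 1000 cells per well | timing = overnight seeding, 90 min compound at 25 °C, 1 h detection | measured by = enzyme-fragment complementation luminescence | read-out = beta-arrestin recruitment to APJ as agonist activity, luminescent signal | control set = negative DMSO alone, positive Apelin-13 at 10 nM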
* hit, by the source's call; · = no result given; & = joins results of further samples.

SMILES	CXCR6 block	APJ antagonist	Gli-Sufu block	UBC13 inh	ATG4B inh	EBI2 block	CCR6 antag	APJ ag
O=C1C=CC(=O)C2C1C1(Cl)C(Cl)=C(Cl)C2(Cl)C1(Cl)Cl (centres undefined)	-18	·	-1	·	16	-4	11	·
CCCOc1ccccc1NP(=O)(Oc1ccccc1)Oc1ccccc1	14	26	2	4	3	4	20	-3
CC1CC2(O)c3no[n+]([O-])c3CCC2N1O (centres undefined)	15	-34	-4	-9	6	-11	11	-3
COc1ccc(CNCCc2c[nH]c3ccccc23)c(OC)c1C	-4	9	15	10	2	-8	8	5
COCCOC(=O)C1=C(N)Oc2c(c(=O)oc3ccccc23)[C@@]12C(=O)Nc1ccccc12	0	-3	5	-3	-16	12	-8	2
Cn1c(O)c(C=NCCN2CCOCC2)c(=O)n(C)c1=S	-5	-4	8	9	-5	-7	7	-4
CC[C@H](C)[C@@H](C(=O)N1CCCC1c1nccs1)N(C)C(=O)[C@H](CC(C)C)N(C)C(=O)[C@H](Cc1ccc(OC)cc1)N(C)C(=O)/C=C(\C)OC (some centres undefined)	-5	9	-1	-4	-3	-2	-5	-3
COC(=O)C1=C(c2ccc(F)cc2OCc2ccccc2)C[C@@H]2CC[C@H]1N2C(=O)NCc1ccc2[nH]ccc2c1	3	11	8	-18	-20	23	13	-3
Cc1cccc(CCNCc2cc3cc(C)cc(C)c3[nH]c2=O)c1	2	24	6	-7	-11	-6	8	-4
CN(C)C1C(=O)C(C(N)=O)=C(O)C2(O)C(=O)C3=C(O)c4c(O)cccc4C(C)(O)C3CC12 (centres undefined)	-6	·	3	·	-1	-3	-4	·
CCOC(=O)C1CCN(C(C)C(=O)c2c(C)[nH]c3cc(C)ccc23)CC1 (centres undefined)	7	0	4	4	-12	4	0	-1
CC(=O)OC1(c2ccccc2)CCN(C2CCCCC2)CC1C (centres undefined)	1	-1	-20	5	-2	-11	1	-7
Cn1c(O)c(/C=C2\N=c3ccccc3=C2CCNC(=S)NC2CC2)c(=O)n(C)c1=O	-3	4	10	-84	-5	26	19	4
O=C1OCc2cc(N=Nc3c(O)[nH]c(=O)[nH]c3=O)ccc21	-11	25	3	-3	-5	0	1	-2
O=C(/C=C/c1ccc2c(c1)OCO2)c1c(O)n(CCc2ccccc2)c(=O)[nH]c1=O	11	13	4	-12	-4	-1	2	-2
COc1ccccc1-n1c(/C=C/c2ccccn2)nc2ccccc2c1=O	6	8	-10	-2	10	-1	13	-4
Nc1ccc2ccccc2c1	-14	·	-2	·	8	-7	6	·
COC(=O)C1=C(c2cccc(OCc3ccccc3)c2)C[C@@H]2CC[C@H]1N2C(=O)NCc1ccc(OC)c(OC)c1	14	-4	12	10	-2	15	24	-3
CCOC(=O)N(C)c1ccc(C(O)(C(=O)OCC)C(F)(F)F)cc1 (centres undefined)	-4	11	-2	2	-3	3	4	-4
C=CCn1c(O)c(C=Nc2ccc(F)cc2)c(=O)[nH]c1=O	2	11	2	-3	3	25	2	-4
COC(=O)C1=C(c2ccc(F)cc2F)C[C@@H]2CC[C@H]1N2C(=O)NC1CCCCC1	1	4	3	1	3	4	16	-6
CN1C(=O)N(C)C(=O)C(CCc2ccccn2)(CCc2ccccn2)C1=O	6	15	1	-2	-3	-6	7	-3
N#CCCn1cc(C(=O)Nc2ccc(F)cc2)c(-c2ccc([N+](=O)[O-])cc2)n1	5	0	13	-7	-2	-6	8	-2
O=S(=O)(F)c1ccc2nc(-c3cccc(Sc4ccccc4)c3)cc(Cl)c2c1	0	-13	-1	2	-2	9	-9	4
CCCCCCC(Cl)(Cn1ccnc1)c1ccccc1 (centres undefined)	0	-18	9	13	4	-6	10	1
The list goes on:
SMILES	CXCR6 block	APJ antagonist	Gli-Sufu block	UBC13 inh	ATG4B inh	EBI2 block	CCR6 antag	APJ ag
COc1cccc(C(=O)C2CN(C)CC2c2ccc(Cl)cc2)c1 (centres undefined)	0	-5	15	16	8	0	19	-4
CC(=NCCCn1ccnc1)c1c(O)n(-c2ccccc2)c(=O)[nH]c1=O	-4	16	0	-1	-5	-5	10	-5
CCOc1ccc2nc(N=Nc3c(O)[nH]c(=S)[nH]c3=O)sc2c1	29	56*	6	-349	2	11	50*	-6
Brc1ccc(C2N3CCCN23)cc1 (centres undefined)	2	11	2	5	-2	-11	1	1
CCCCCn1c(=O)c(C(=O)Nc2ncccc2C)c(O)c2ccccc21	-7	7	24	31	-9	-11	13	2
CCOC(=O)[C@]1(C#N)[C@@H]2C=CC(C(N)=O)=CN2[C@@H](C(N)=O)[C@@H]1c1ccc(F)cc1	-3	-7	·	5	48*	4	3	1
CCCCCCCCC(=O)NCc1ccc(O)c(OC)c1	-1	-7	-6	15	-8	4	22	-1
Cc1ccc(NC(=O)c2ccc(C)c(S(=O)(=O)N3CCCCC3)c2)nc1	-7	-1	-7	4	-18	0	18	7
CN1CCN(Cc2nc3ccccc3c(=O)[nH]2)CC1	2	-6	6	6	-15	-13	-1	-2
CCOc1ccc(NC(=O)CCNC(=O)N2C[C@H]3C[C@@H](C2)c2cccc(=O)n2C3)cc1	1	5	-6	-8	-33	-9	-4	-3
CC1([N+](=O)[O-])COP(=O)(NCc2cccnc2)OC1 (centres undefined)	-5	·	3	·	-4	4	7	·
C[C@]12CCC3C(CC[C@H]4C[C@@H](O)CC[C@]34C)C1CC[C@@]2(O)C(F)(F)F (some centres undefined)	6	-3	·	-1	·	-17	·	-1
O=C(CCl)NCC1CCCO1 (centres undefined)	2	-32	12	-17	-5	8	-2	-6
CCN1CCN(c2ccc(N)cc2C)CC1	-7	6	2	-5	-9	2	1	-3
CCOc1cccc(N2C(=O)/C(=C/c3ccco3)C(=O)NC2=S)c1	6	5	55*	-2	16	14	9	0
O=c1[nH]c2ccccc2c(=O)n1-c1cccc(Cl)c1	-3	10	2	4	-4	-9	9	-1
CCc1nc2ccc(N3CCN(C)CC3)cc2nc1CC	-1	-13	21	2	-4	-11	5	-2
CN(Cc1c[nH]c2ccccc12)C1CCCCC1	-2	9	8	2	-5	1	8	-3
CC12CCC3C(CCC4C/C(=N/O)CCC43C)C1CCC2O (centres undefined)	6	-22	-3	-14	-10	14	0	-2
C[N+]1(C)CCc2cc3c(cc2[C@H]1[C@@H]1OC(=O)c2c1ccc1c2OCO1)OCO3	-4&-3	8&7	-7&1	4&-1	2&6	6&-4	-7&1	5&-5
O=C(c1cccc([N+](=O)[O-])c1)C12CN3CN(CN(C3)C1)C2	-4	2	-3	0	10	-2	16	-2
CCCCCn1c(=O)c(C(=O)Nc2ccccc2N)c(O)c2ccccc21	-1	2	7	-22	8	-3	-1	-1
COc1ccc2c(c1OC)C(=O)OC2c1c(O)n(Cc2ccc(F)cc2)c(=O)[nH]c1=O (centres undefined)	5	-21	2	-8	12	4	2	-1
COc1cc(C(C)=O)ccc1OC(=O)N(C)c1ccccc1	4	-10	27	1	-5	-2	7	-3
CCCNc1oc(-c2cccc3ccccc23)nc1C#N	7	25	-14	6	4	-4	9	0
Remaining list, next part
SMILES	CXCR6 block	APJ antagonist	Gli-Sufu block	UBC13 inh	ATG4B inh	EBI2 block	CCR6 antag	APJ ag
CC12C=CC(=O)CC1CCC1C2CCC2(C)C(O)C(O)CC12 (centres undefined)	-4	·	1	·	-2	6	0	·
CCCCc1ccc2[nH]cc(CCN)c2c1	-8	-26	-6	9	0	-14	-11	9
COc1ccc(OCC(=O)N2CCN(Cc3ccc(SC)cc3)CC2)cc1	-4	8	1	0	1	71*	2	-3
CCCNC(=O)Cn1cnc2sc(C(=O)N3CCC4(CC3)OCCO4)c(C)c2c1=O	-9	1	-4	1	2	-3	0	4
CC1=C(C(=O)O)N2C(=O)C(NC(=O)Cc3ccccc3)C2SC1 (centres undefined)	-3	-7	-27	-3	4	0	0	0
CN(C)/C=C(\C=[N+](C)C)c1[nH]ncc1[N+](=O)[O-]	0	-12	-7	4	-5	-6	-7	-1
Cc1cc(Cl)ccc1C(=O)C1CCCN(C2CCSCC2)C1 (centres undefined)	3	6	19	5	2	17	16	-3
c1ccc(N2C3C4CC(C5CCCC54)C32)cc1 (centres undefined)	-6	·	0	·	-6	0	11	·
CCOc1cc2c(cc1OCC)-n1cccc1C(c1cccc(F)c1)NC2 (centres undefined)	-12	26	9	13	-6	10	14	0
Cc1cc(OCC(=O)NCC(O)c2ccccc2)c2c3c(c(=O)oc2c1)CCC3 (centres undefined)	-1	12	7	11	38	-13	13	-2
CC1(C)C(C(=O)NCc2ccco2)C1(C)C	-12	11	6	-1	9	1	1	-2
CC(C)NS(=O)(=O)c1ccc(OCC(=O)N2CCN(Cc3ccccc3)CC2)c(Cl)c1	-15	-8	29	-1	-1	-17	-18	-1
O=c1[nH]c(CN2CC=C(c3ccccc3)CC2)nc2cc(C(F)(F)F)ccc12	-1	15	7	-4	-5	1	0	-5
COc1ccc(C(=O)CN2CCCCC2)cc1	-2	-7	6	3	4	-13	-1	-3
CCc1ccccc1NC(=O)CNC1CCCCC1	6	4	11	0	3	4	11	-2
CC(=O)c1ccc2c(c1)OCO2	-1	8	3	-6	-9	5	-9	-1
CCc1n[nH]c(CCN)n1	-12	20	-4	1	-2	6	-2	-1
CC(C)c1ccc(-n2c(O)c(/C=N/N3CCOCC3)c(=O)[nH]c2=S)cc1	6	22	8	-12	0	10	1	2
COc1ccccc1-n1c(-c2cccs2)nc2ccccc2c1=O	6	-9	2	-1	3	10	23	-2
CC(NC1CCCCC1)C(O)C12CC3CC(CC(C3)C1)C2 (centres undefined)	-2	1	2	4	2	2	9	-3
O=C(Nc1ccc(Cl)cc1)OC1CN2CCC1CC2 (centres undefined)	-3	5	-8	3	5	-4	8	3

Structures from the list above that contain fluorine (eleven):
SMILES	CXCR6 block	APJ antagonist	Gli-Sufu block	UBC13 inh	ATG4B inh	EBI2 block	CCR6 antag	APJ ag
COC(=O)C1=C(c2ccc(F)cc2OCc2ccccc2)C[C@@H]2CC[C@H]1N2C(=O)NCc1ccc2[nH]ccc2c1	3	11	8	-18	-20	23	13	-3
CCOC(=O)N(C)c1ccc(C(O)(C(=O)OCC)C(F)(F)F)cc1 (centres undefined)	-4	11	-2	2	-3	3	4	-4
C=CCn1c(O)c(C=Nc2ccc(F)cc2)c(=O)[nH]c1=O	2	11	2	-3	3	25	2	-4
COC(=O)C1=C(c2ccc(F)cc2F)C[C@@H]2CC[C@H]1N2C(=O)NC1CCCCC1	1	4	3	1	3	4	16	-6
N#CCCn1cc(C(=O)Nc2ccc(F)cc2)c(-c2ccc([N+](=O)[O-])cc2)n1	5	0	13	-7	-2	-6	8	-2
O=S(=O)(F)c1ccc2nc(-c3cccc(Sc4ccccc4)c3)cc(Cl)c2c1	0	-13	-1	2	-2	9	-9	4
CCOC(=O)[C@]1(C#N)[C@@H]2C=CC(C(N)=O)=CN2[C@@H](C(N)=O)[C@@H]1c1ccc(F)cc1	-3	-7	·	5	48*	4	3	1
C[C@]12CCC3C(CC[C@H]4C[C@@H](O)CC[C@]34C)C1CC[C@@]2(O)C(F)(F)F (some centres undefined)	6	-3	·	-1	·	-17	·	-1
COc1ccc2c(c1OC)C(=O)OC2c1c(O)n(Cc2ccc(F)cc2)c(=O)[nH]c1=O (centres undefined)	5	-21	2	-8	12	4	2	-1
CCOc1cc2c(cc1OCC)-n1cccc1C(c1cccc(F)c1)NC2 (centres undefined)	-12	26	9	13	-6	10	14	0
O=c1[nH]c(CN2CC=C(c3ccccc3)CC2)nc2cc(C(F)(F)F)ccc12	-1	15	7	-4	-5	1	0	-5

Not all compounds are listed. The share of hits here may be higher or lower than overall.
